# Screening results (PubChem)
# NTMT1 inh: inhibitors of human N-terminal methyltransferase NTMT1 | Q9BV86 | AID 1645870 | Potency, µM (highest dose often 114 µM), without a hit: at the highest dose activity change, negative = inhibition, usual class: inhibitors | 2.5% of 59,000 active | NTMT1 MTase-Glo SAH luminescence, purified enzyme;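 note: potency is the fitted concentration of half-maximal effect; plate controls were DMSO vehicle for no effect and no enzyme for full effect; nearly all actives have a fitted effect of over 65% in size; many of its hits are not listed in these tables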
# Target sequence (Q9BV86 whole entry, looked up): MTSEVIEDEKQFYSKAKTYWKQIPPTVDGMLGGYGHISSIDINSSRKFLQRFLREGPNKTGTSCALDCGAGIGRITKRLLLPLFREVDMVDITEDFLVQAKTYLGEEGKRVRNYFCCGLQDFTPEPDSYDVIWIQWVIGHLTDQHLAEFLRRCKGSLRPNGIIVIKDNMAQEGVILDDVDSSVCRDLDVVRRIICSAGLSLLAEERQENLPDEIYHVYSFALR
# GALK inhibitor: GALK (human) enzyme inhibition. Potency, µM (titrated, usually from 57.5 µM), inactives show at the highest dose activity, negative = inhibition, actives largely listed as inhibitors. 44,000 tested, under 10 active. recombinant GALK, Kinase-Glo ATP luminescence, 1 h;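 note: plate controls were full GALK reaction for no effect and reaction lacking GALK for full effect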
# Target sequence (P51570 whole entry, looked up): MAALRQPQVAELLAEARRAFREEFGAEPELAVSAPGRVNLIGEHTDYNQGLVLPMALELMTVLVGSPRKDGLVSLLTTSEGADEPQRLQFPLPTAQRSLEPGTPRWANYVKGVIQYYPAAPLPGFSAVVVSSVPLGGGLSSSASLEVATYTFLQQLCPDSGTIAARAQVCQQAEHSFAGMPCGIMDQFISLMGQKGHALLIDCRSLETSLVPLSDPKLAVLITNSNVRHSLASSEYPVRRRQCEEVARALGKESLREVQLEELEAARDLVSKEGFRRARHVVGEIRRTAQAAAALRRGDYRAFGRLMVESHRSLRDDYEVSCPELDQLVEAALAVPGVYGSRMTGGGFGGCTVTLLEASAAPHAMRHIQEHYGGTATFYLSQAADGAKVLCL
#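 5 nM GALK; 35 uM ATP; 100 uM D-galactose; 20 mM HEPES pH 8.0, 5 mM MgCl2, 60 mM NaCl, 1 mM DTT, 0.01% BSA; 1 h RT; Kinase-Glo Plus luminescence.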
# p53null 32C kill: p53 null cell cytotoxicity, permissive temperature | H1299-neo p53 null cells, ATP luminescence, 24 h, 32C | Potency, µM (top dose mostly 46.1 µM), inactives show top-dose activity change, negative = cytotoxicity, hits mostly cytotoxic | 0.62% of 55,000 active | AID 903;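 note: potency is the fitted concentration of half-maximal effect; 0% = DMSO only and -100% = full killing by 100 µM tamoxifen; nearly all actives have a fitted effect of over 55% in size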
#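 Cytotoxicity: H1299-neo (no p53), 32C, 24 h treatment. Concentrations up to 46 uM. Readout cellular ATP, luminescence. Normalization to DMSO basal and tamoxifen 100 uM maximal kill.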
# TSG101-PTAP inh: inhibitors of HIV-1 PTAP binding to human TSG101, validation; Q99816; Fluorescence polarization, FITC-PTAP peptide/Tsg101, 20 min; Potency, µM (top dose mostly 115 µM), inactives show top-dose activity change, negative = inhibition, hits mostly inhibitors; 44,000 tested, under 10 active; AID 1347069; note: potency is the fitted concentration of half-maximal effect; 0% is about no effect
# Target sequence (Q99816 whole entry, looked up): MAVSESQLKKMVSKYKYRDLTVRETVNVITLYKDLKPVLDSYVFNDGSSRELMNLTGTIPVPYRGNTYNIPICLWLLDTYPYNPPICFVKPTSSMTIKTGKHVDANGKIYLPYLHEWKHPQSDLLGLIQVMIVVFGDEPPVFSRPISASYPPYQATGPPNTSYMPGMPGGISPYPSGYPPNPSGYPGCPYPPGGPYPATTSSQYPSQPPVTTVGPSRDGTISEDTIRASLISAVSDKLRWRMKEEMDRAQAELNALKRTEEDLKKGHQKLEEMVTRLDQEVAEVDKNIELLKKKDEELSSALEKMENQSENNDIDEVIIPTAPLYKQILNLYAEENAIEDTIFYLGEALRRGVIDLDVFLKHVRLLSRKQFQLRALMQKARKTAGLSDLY
#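 Read-out is FITC fluorescence polarization. Compounds were added to Tsg101 binding domain (10 uM final), then FITC-PTAP peptide (50 nM final), 20 min at r.t. Total S+P intensity flags fluorescent compounds.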
# B2AR arrestin ag: beta-arrestin recruitment by human beta2-adrenergic receptor ligands; HTLA Tango cells, beta-arrestin recruitment, luciferase luminescence, 18 h; AID 1347077; 44,000 tested, under 10 active; Potency, µM (titrated, usually from 46.1 µM), inactives show at the highest dose activation, hits mostly activators; P07550;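 note: potency is the fitted concentration of half-maximal effect; 0% = DMSO and full agonism = EC100 isoproterenol or metaproterenol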
#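 First, Tango cells carrying beta2-AR and beta-arrestin fusions received compound up to 46 microM. After 18 hr at 37 degrees C, luciferase substrate was added for 15 minutes, then luminescence gave %Activity for curve fitting.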
# FH mod: Identification of activators of human fumarate hydratase by quantitative high-throughput screening; Fumarate hydratase, mitochondrial (Homo sapiens), P07954; FH coupled MDH/diaphorase resazurin fluorescence, 15 min; Potency, µM (highest dose often 79.9 µM), for inactives: top-dose activity change, negative = inhibition, usual class: inhibitors; 0.22% of 54,000 active; AID 1347055, 2019; note: potency is the fitted concentration of half-maximal effect; % is set by controls: 0 for no effect and ±100 for the full control effect; the screen sought activators but most active calls are inhibition curves; nearly all actives have a fitted effect of over 45% in size
# p53null 39C tox: selectivity test: cytotoxicity in p53 null cells, nonpermissive temperature; H1299 p53-null (neo) cells, 39C, ATPlite viability, 24 h; Potency, µM (doses to about 46.1 µM), inactives show at the top dose activity, negative = cell killing, most hits filed as cytotoxic; 0.97% of 55,000 active; AID 904;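 note: potency is the fitted concentration of half-maximal effect; 0% = DMSO only and -100% = full killing by 100 µM tamoxifen; nearly all actives have a fitted effect of over 50% in size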
#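 Cells seeded at 600/well, 37C overnight. Compound added (up to 46 uM), plates shifted to 39C for 24 hr. ATPlite added, luminescence read after 20 min at room temperature.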
# Numbers without * were called inactive; ? = inconclusive; . = no result given; [ ] = remark or other dose. Calls come from the whole dose curve; as a rule, active = well fitted curve in the direction sought with a large enough effect; inconclusive = small, poorly fitted or top-dose-only effect, or another doubt; inactive = no such curve, though single readings can be large; an effect the other way counts as inactive or inconclusive. The list is partial; count on the stated rates, not on these rows.
SMILES,NTMT1 inh,GALK inhibitor,p53null 32C kill,TSG101-PTAP inh,B2AR arrestin ag,FH mod,p53null 39C tox
CC(C)c1ccc(NC(=O)CCCc2nc(-c3ccc(Cl)cc3)no2)cc1,-11%,5%,-8%,-1%,-4%,-5%,-11%
CC1=C(C(=O)Nc2ccccc2)C(c2cccs2)n2nc(SCc3ccccc3)nc2N1 (configuration not stated),-10%,?,3%,0%,1%,-3%,-15%
CCc1cccc(NC(=O)CCc2c(C)nc3c(c2C)c(=O)n(C)c(=O)n3C)c1,89µM*,0%,5%,1%,0%,-4%,-23%
COc1cc(Cl)c(C)cc1NC(=O)c1cnn(-c2ccc(F)cc2F)c1C1CCN(C(=O)OC(C)(C)C)CC1,?,-7%,2%,-1%,0%,?,11%
CCC(=O)N1CCc2cc(S(=O)(=O)NC(Cc3ccccc3)C(=O)NCc3ccccc3)ccc21 (configuration not stated),-8%,9%,2%,-4%,-2%,5%,-2%
COc1ccccc1C(=O)Nc1ccc(OCc2cc(=O)n3cc(C)sc3n2)cc1,16%,-1%,-4%,-1%,-2%,-7%,0%
COc1ccccc1CNC(=O)CCS(=O)(=O)c1ccc2c(c1)CC(C)N2C(=O)C1CC1 (configuration not stated),.,0%,13%,3%,0%,.,-7%
Cc1ccc(Nc2nnc(-c3ccc(C)c(S(=O)(=O)N4CCOCC4)c3)c3ccccc23)c(C)c1,6%,1%,18%,3%,-1%,-15%,19%
Cc1ccc(-c2noc(CSc3nnc(-c4ccc(Cl)cc4)n3C)n2)cc1,-3%,-1%,1%,-2%,0%,-30%,-11%
Cc1ccc(N2CC(NC(=O)c3ccccc3C(F)(F)F)CC2=O)cc1C (configuration not stated),-1%,-10%,4%,4%,-3%,-8%,11%
CCCOCc1cc(CN2CCN(c3cccc(Cl)c3)CC2)c(O)c2ncccc12,16%,-1%,-24%,1%,?,?,0.32µM*
CCOC(=O)c1cc(OC(=O)c2ccccc2Cl)n(-c2ccccc2)n1,?,2%,-23%,-2%,1%,-6%,0%
COCCNC(=O)CCSc1nc(-c2ccc3c(c2)OCO3)cc(C(F)(F)F)n1,-13%,0%,0%,-1%,0%,-1%,-22%
O=S(=O)(NCC(c1ccco1)N1CCN(c2ccccc2)CC1)c1cc(F)ccc1F (configuration not stated),?,0%,-6%,-1%,0%,-10%,36%[activator]
CC1=Nc2cc(C(=O)N3CCC(C)CC3)ccc2Sc2ccc(Cl)cc21,8%,-1%,30%,-5%,-2%,-13%,47%[activator]
CC(NC(=O)c1ccc(Cn2c(SCc3ccccc3)nc3cccnc32)cc1)c1ccccc1 (configuration not stated),3%,4%,-8%,-2%,0%,20%,-2%
COc1ccccc1-c1noc(-c2ccc(NCc3cccnc3)c([N+](=O)[O-])c2)n1,-18%,2%,-16%,0%,-2%,-6%,1%
Cc1cc2c(cc3c(SCc4cccc(F)c4)nnc(C)n32)o1,2%,3%,1%,-2%,1%,-20%,-16%
COc1cccc(CNC(=O)c2c(O)nc3ccccn3c2=O)c1,3%,-3%,-8%,-17%,0%,-3%,-18%
Cc1ccc(OCCn2c(CNc3cccc(C)c3)nc3ccccc32)cc1,32%[activator],0%,43%[activator],-3%,1%,-14%,?
Cc1c(CNCCCc2ccccc2)c(C(=O)O)c(C)n1Cc1cccc(Cl)c1,-19%,-1%,15%,-1%,-3%,-4%,-6%
CCOC(=O)C1CCC(CN(Cc2ccc(OC)cc2)S(=O)(=O)c2ccc(F)c(C(=O)Nc3c(C)cccc3C)c2)CC1 (configuration not stated),-12%,2%,2%,-3%,2%,-13%,-8%
Cc1ccc(C)c(N2CCN(S(=O)(=O)c3cn(C)c(C)n3)CC2)c1,5%,-2%,3%,0%,-1%,5%,-2%
CSc1ccc(CCNC(=O)CCc2c(C)nc3cc(-c4ccccc4)nn3c2C)cc1,0%,1%,2%,3%,0%,1%,-21%
CCn1c(CN2CCC(C)CC2)nc2cc(NC(=O)COc3ccc([N+](=O)[O-])cc3)ccc21,-10%,-9%,-8%,0%,-4%,-4%,-25%
SMILES,NTMT1 inh,GALK inhibitor,p53null 32C kill,TSG101-PTAP inh,B2AR arrestin ag,FH mod,p53null 39C tox
Cc1ccc(C(=O)Nc2nc3nc(-c4ccccc4)cc(=O)n3[nH]2)cc1,4%,0%,-1%,1%,-2%,-2%,-13%
CC(C)c1ccc(-c2noc(SCC(=O)N3CCCCC3C)n2)cc1 (configuration not stated),-4%,0%,?,1%,2%,-25%,?
COc1ccc(N2CCN(C(=O)C3Cc4ccccc4N3C(C)=O)CC2)cc1 (configuration not stated),6%,0%,-4%,1%,-1%,5%,-9%
COc1ccc(C(=O)N2CC(=O)Nc3ccc(Br)cc3C2c2ccc(F)cc2)cc1OC (configuration not stated),-9%,-3%,10%,-8%,1%,-17%,1%
COc1ccc(Cn2c(CNC(=O)c3ccc(N(C)C)cc3)nc3cccnc32)cc1,10%,0%,-4%,0%,0%,6%,-2%
Cc1ccc(-c2nc3nc(C)cc(C)n3c2Nc2ccc3c(c2)OCCO3)cc1,?,2%,15%,1%,1%,-12%,-12%
CCn1c(=O)c(=O)n(CC)c2cc(S(=O)(=O)Nc3ccc(C)cc3)ccc21,3%,-3%,-2%,-1%,-1%,-1%,0%
CCCc1cc(=O)[nH]c(SCC(=O)N2CCN(c3ccccc3)CC2)n1,7%,1%,1%,0%,0%,0%,0%
Cc1cccc(NC(=O)CN(C)S(=O)(=O)c2ccc3c(c2)CCC(=O)N3)c1C,12%,6%,2%,2%,-2%,-1%,-16%
Cc1cc(C)c(NC(=O)Cn2c(=O)n(Cc3ccc4c(c3)OCO4)c(=O)c3ccccc32)c(C)c1,-6%,2%,4%,-2%,0%,2%,-11%
Cc1cc2c(cc1S(=O)(=O)N1CCCCC1)OCC(=O)N2,0%,1%,-20%,3%,0%,-3%,?
CCN(CC)S(=O)(=O)c1ccc2c(c1)N(CC(=O)NCCCN1CCN(c3ccc(OC)cc3)CC1)C(=O)CO2,-9%,-1%,37%[activator],1%,-1%,?,-12%
CCC(=O)N1c2ccccc2CC1C(=O)NCCN1CCN(c2ccccc2F)CC1 (configuration not stated),15%,-4%,-5%,-5%,0%,-2%,-11%
Cc1ccc(C)c(Cn2cc(S(=O)(=O)c3ccc(Cl)cc3)c(=O)c3cc(F)ccc32)c1,3%,8%,-3%,-4%,1%,-8%,-15%
O=C(Cc1c(C(=O)O)[nH]c2ccccc12)Nc1cccc(C(F)(F)F)c1,-8%,?,-9%,-5%,-1%,-13%,-3%
COc1ccccc1CNS(=O)(=O)c1ccc2[nH]c3c(c2c1)CCCCC3,-21%,0%,32%[activator],-9%,-1%,?,25%
Cc1nnc(N2CCC(C(=O)NC(C)C)CC2)c2nn(-c3ccccc3)c(C)c12,-15%,1%,-15%,-1%,2%,-25%,14%
CCOc1ccc(OC(=O)c2cn(-c3cccc(OC)c3)c(=O)c3ccccc23)cc1,9%,-1%,-6%,-2%,0%,-18%,-18%
CC(=O)c1ccc(NC(=O)CSc2ccc(-c3cccs3)nn2)cc1,-8%,3%,-11%,4%,0%,-21%,?
COc1ccc(Nc2ncnc3sc4c(c23)CCCC4)cc1,22µM*,1%,-1%,1%,1%,-10%,16%
Cc1ccc(NC(=O)c2oc3ccc(S(=O)(=O)N4CCCCCC4)cc3c2C)cc1Cl,-1%,-4%,-2%,-1%,-1%,-6%,8%
Cc1ccc2onc(CNC(=O)N3CCN(c4cccc(C(F)(F)F)c4)CC3)c2c1,16%,0%,-1%,3%,-1%,-1%,3%
CCc1ccccc1NC(=O)C1(S(=O)(=O)c2ccc(Cl)cc2)CC1,0%,0%,3%,-2%,1%,-5%,-12%

# Sorted by formula weight (smallest number first): part of the list above.
SMILES,NTMT1 inh,GALK inhibitor,p53null 32C kill,TSG101-PTAP inh,B2AR arrestin ag,FH mod,p53null 39C tox
Cc1nnc(N2CCC(C(=O)NC(C)C)CC2)c2nn(-c3ccccc3)c(C)c12,-15%,1%,-15%,-1%,2%,-25%,14%
Cc1ccc(NC(=O)c2oc3ccc(S(=O)(=O)N4CCCCCC4)cc3c2C)cc1Cl,-1%,-4%,-2%,-1%,-1%,-6%,8%
Cc1cc(C)c(NC(=O)Cn2c(=O)n(Cc3ccc4c(c3)OCO4)c(=O)c3ccccc32)c(C)c1,-6%,2%,4%,-2%,0%,2%,-11%

# Grouped by structure: those above with an aryl methoxy group.
SMILES,NTMT1 inh,GALK inhibitor,p53null 32C kill,TSG101-PTAP inh,B2AR arrestin ag,FH mod,p53null 39C tox
COc1cc(Cl)c(C)cc1NC(=O)c1cnn(-c2ccc(F)cc2F)c1C1CCN(C(=O)OC(C)(C)C)CC1,?,-7%,2%,-1%,0%,?,11%
COc1ccccc1C(=O)Nc1ccc(OCc2cc(=O)n3cc(C)sc3n2)cc1,16%,-1%,-4%,-1%,-2%,-7%,0%
COc1ccccc1CNC(=O)CCS(=O)(=O)c1ccc2c(c1)CC(C)N2C(=O)C1CC1 (configuration not stated),.,0%,13%,3%,0%,.,-7%
COc1ccccc1-c1noc(-c2ccc(NCc3cccnc3)c([N+](=O)[O-])c2)n1,-18%,2%,-16%,0%,-2%,-6%,1%
COc1cccc(CNC(=O)c2c(O)nc3ccccn3c2=O)c1,3%,-3%,-8%,-17%,0%,-3%,-18%
CCOC(=O)C1CCC(CN(Cc2ccc(OC)cc2)S(=O)(=O)c2ccc(F)c(C(=O)Nc3c(C)cccc3C)c2)CC1 (configuration not stated),-12%,2%,2%,-3%,2%,-13%,-8%
COc1ccc(N2CCN(C(=O)C3Cc4ccccc4N3C(C)=O)CC2)cc1 (configuration not stated),6%,0%,-4%,1%,-1%,5%,-9%
COc1ccc(C(=O)N2CC(=O)Nc3ccc(Br)cc3C2c2ccc(F)cc2)cc1OC (configuration not stated),-9%,-3%,10%,-8%,1%,-17%,1%
COc1ccc(Cn2c(CNC(=O)c3ccc(N(C)C)cc3)nc3cccnc32)cc1,10%,0%,-4%,0%,0%,6%,-2%
CCN(CC)S(=O)(=O)c1ccc2c(c1)N(CC(=O)NCCCN1CCN(c3ccc(OC)cc3)CC1)C(=O)CO2,-9%,-1%,37%[activator],1%,-1%,?,-12%
COc1ccccc1CNS(=O)(=O)c1ccc2[nH]c3c(c2c1)CCCCC3,-21%,0%,32%[activator],-9%,-1%,?,25%
CCOc1ccc(OC(=O)c2cn(-c3cccc(OC)c3)c(=O)c3ccccc23)cc1,9%,-1%,-6%,-2%,0%,-18%,-18%
COc1ccc(Nc2ncnc3sc4c(c23)CCCC4)cc1,22µM*,1%,-1%,1%,1%,-10%,16%
